# Screening results: PubChem BioAssay, several laboratories
# Arr AP2 block = inhibitors of beta-arrestin/AP2 binding, primary screen, biochemical, GPCR trafficking, flow cytometry. FITC-arrestin peptide / GST-AP2 beads; AP2 beta2 appendage carries R879A mutation. hit rate 0.31% among 340,000. inhibition, % at 10 µM. beta-arrestin 1 C-terminal peptide binding to AP2 beta2-adaptin appendage (human);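 active = inhibition above a set limit, near 3 SD of compounds lacking own fluorescence, cut at about 54% in these data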;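 note: plate controls were DMSO wells for no effect and 5 µM unlabelled arrestin peptide for full effect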
#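 System: GST-AP2 R879A bound to glutathione beads, E. coli-expressed. Also added: 50 nM FITC-arrestin peptide. Schedule: compound with beads 12 min RT, then probe 1 h RT. Signal: bead flow cytometry, FITC channel. Read-out basis: percent response.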
# AddAB inh = growth inhibition of E. coli expressing H. pylori AddAB, primary screen, AddAB inhibitor project, absorbance; hit rate 0.29% among 330,000; AID 435030, 2010; inhibition, % at 11.9 µM; in the data active = inhibition above about 12%;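 note: 0% = vehicle wells of infected cells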
# Ecoli viability = E. coli V3065 growth inhibition, primary screen, counter-screen for AddAB inhibitor project, absorbance, OD600. hit rate 0.27% among 330,000. inhibition, % at 11.9 µM. 18 h;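 active = inhibition above the campaign's mean inhibition across all tested compounds plus 3 SD, cut at about 9.9% in these data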;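 note: uninfected addAB+ strain grown without phage in ampicillin broth; 0% = DMSO wells and 100% = ciprofloxacin 0.95 µg/ml wells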
# Mot1-301 SUMO = yeast Mot1-301 growth rescue at high temperature, primary screen, SUMOylation pathway inhibitor project, S. cerevisiae, ATP luminescence, 38.5C; S. cerevisiae Mot1-301 growth rescue; percent above DMSO median, 100 means doubled; hit rate 1% among 320,000; growth rescue, % at 18.8 µM;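 active = every valid replicate shows activation above 250% relative to neutral control wells; inactive = the rest, any valid replicate at or below 250%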;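 note: OY570 slx delta 5 strain wells were the positive control but not used for scaling; some compounds called inactive have numbers as strong as hits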
# PfHsp90 set2 = growth inhibition of PfHsp90-expressing yeast, primary screen, antimalarial PfHsp90 inhibitor project, S. cerevisiae, BacTiter-Glo luminescence, single point, set 2; BacTiter-Glo ATP, 48 h; yeast lacking PDR1 and PDR3 efflux regulators; inhibition, % at 9.4 µM; hit rate 0.32% among 310,000; AID 504621, 2011;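 active = every replicate shows inhibition above about 80%, whatever the replicate mean, limit read from the data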;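 note: 0% = DMSO neutral controls and 100% = 20 µM radicicol positive controls; yeast relying on Plasmodium falciparum Hsp90 in place of its own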
# phage Ecoli inh = growth loss of phage-infected E. coli, primary screen, RecBCD inhibitor project, absorbance, with phage, HTS. AID 651602, 2012. hit rate 0.26% among 360,000. inhibition, % at 11.9 µM; in the data active = inhibition above about 11%
# MOR-DOR ag = agonists of OPRM1-OPRD1 heterodimerization, primary screen, cell-based, luminescence. Mu-type opioid receptor (Homo sapiens) + Delta-type opioid receptor (Homo sapiens), …. cells. activation, % at 9.3 µM. hit rate 0.3% among 340,000; in the data active = activation above about 18%;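 note: 0% = vehicle-treated cells and 100% = reference agonist; values of inactives mirror those of a sister screen read the other way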
# Tat export inh = E. coli Tat export inhibitors, primary screen, MC4100, TorA-mCherry reporter, fluorescence, single point; inhibition, % at 10 µM; hit rate 0.036% among 340,000; AID 488895, 2010;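 active = mean replicate inhibition at least 50% and at least half of replicates individually reaching 50%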;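 note: exported cargo escapes ClpAP degradation while cytoplasmic cargo is degraded and loses fluorescence; 0% = median of neutral control wells and 100% = median of NaSCN control wells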
# PKA-R1A act = activators of PKA-R1A holoenzyme, primary screen, biochemical, fluorescence polarization, Cy5-IP20, bovine R1A, mouse PKAc; PKA-R1A dissociation; scaled: DMSO 0%, 113 µM cGMP 100%; activation, % at 11.4 µM; hit rate 0.083% among 340,000; AID 504707, 2011;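 active = percent activation above the mean of all tested compounds plus 3 SD, cut at about 19% in these data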;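 note: higher means more PKAc released from R1A so a rise in polarization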
# DSG3 Ab inh = inhibitors of pemphigus antibody binding to DSG3, primary screen, biochemical, bead-based, flow cytometry, scFv-GFP; hit rate 0.48% among 310,000; binding (percent of control), % at 10 µM; Desmoglein-3 (Homo sapiens), P32926; DSG3-coupled beads, scFv-anti-DSG3-GFP binding; hits give low values;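 active = binding more than 3 SD below its plate's average and above zero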;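 note: hits lower antibody fragment binding to DSG3; some compounds called inactive have numbers as strong as hits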
# Target sequence (P32926 whole entry, looked up, the tested form may be a part): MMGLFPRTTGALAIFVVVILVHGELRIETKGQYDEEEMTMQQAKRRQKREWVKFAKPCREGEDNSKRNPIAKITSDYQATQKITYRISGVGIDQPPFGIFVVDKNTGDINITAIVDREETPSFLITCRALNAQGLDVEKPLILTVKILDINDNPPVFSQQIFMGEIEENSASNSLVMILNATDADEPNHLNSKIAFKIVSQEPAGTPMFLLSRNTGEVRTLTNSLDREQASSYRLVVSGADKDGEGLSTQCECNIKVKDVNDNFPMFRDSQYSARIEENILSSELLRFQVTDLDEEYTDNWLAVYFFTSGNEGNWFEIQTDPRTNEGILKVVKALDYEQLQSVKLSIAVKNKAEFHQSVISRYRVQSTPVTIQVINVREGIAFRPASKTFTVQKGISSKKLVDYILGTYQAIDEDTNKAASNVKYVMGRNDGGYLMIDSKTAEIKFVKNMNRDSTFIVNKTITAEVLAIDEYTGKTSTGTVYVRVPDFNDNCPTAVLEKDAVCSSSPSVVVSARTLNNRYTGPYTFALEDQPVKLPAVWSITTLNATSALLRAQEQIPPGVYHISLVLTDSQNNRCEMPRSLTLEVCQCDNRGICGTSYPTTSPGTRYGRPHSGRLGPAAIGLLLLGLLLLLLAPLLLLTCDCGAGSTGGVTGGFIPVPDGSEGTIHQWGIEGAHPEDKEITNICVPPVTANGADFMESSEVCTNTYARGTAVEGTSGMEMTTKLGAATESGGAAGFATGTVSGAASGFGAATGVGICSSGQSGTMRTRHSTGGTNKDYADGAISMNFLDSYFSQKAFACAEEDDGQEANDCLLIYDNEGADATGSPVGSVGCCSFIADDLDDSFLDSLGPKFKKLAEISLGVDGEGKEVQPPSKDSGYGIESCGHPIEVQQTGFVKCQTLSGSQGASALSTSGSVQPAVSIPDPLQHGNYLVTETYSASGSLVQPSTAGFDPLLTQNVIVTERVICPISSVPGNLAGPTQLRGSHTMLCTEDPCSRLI
# OPRM1-OPRD1 inv = inverse agonists of MOR-DOR heterodimerization, primary screen, cell-based, luminescence | Mu-type opioid receptor (Homo sapiens) + Delta-type opioid receptor (Homo sapiens), … | cell-based MOR-DOR heterodimer luminescence, inverse agonism | inhibition, % at 9.3 µM | hit rate 0.21% among 340,000; in the data active = inhibition above about 22%, passing the limit was not always enough;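 note: 0% = cells with DMSO and 100% = wells without cells with DMSO; values of inactives mirror those of a sister screen read the other way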
# * marks the source's active call; other numbers are inactive results; i = inactive; nt = not tested or not shown. No enrichment for hits; any-hit rate near 2.8%.
SMILES,Arr AP2 block,AddAB inh,Ecoli viability,Mot1-301 SUMO,PfHsp90 set2,phage Ecoli inh,MOR-DOR ag,Tat export inh,PKA-R1A act,DSG3 Ab inh,OPRM1-OPRD1 inv
COc1cc(C(=O)N(CCCO)Cc2cc3ccc(C)c(C)c3[nH]c2=O)cc(OC)c1OC,5,1.4,0.6,-3,-2,2.0,-0.6,-1,-5,99,3
COc1cccc(CN2CCNC(=O)C2CC(=O)NC2CCOCC2)c1OC (stereo unspecified),13,1.9,-0.9,nt,6,-1.3,-4.5,-2,-9,101,22
CCOc1ccccc1NC(=O)C1Cc2ccccc2CN1S(C)(=O)=O (stereo unspecified),-3,1.3,0.6,360,nt,3.9,-2.8,2,-19,110,16
CC(=O)c1sc(N/N=C\c2ccc(Br)cc2)nc1C,-7,3.2,0.4,-21,-24,2.0,4.8,0,5,103,-25
COc1ccc(NC(=O)CC2C(=O)N(c3ccc(OC)cc3)C(=O)N2Cc2ccc(OC)c(OC)c2)cc1 (stereo unspecified),2,3.0,1.3,-15,-28,2.7,-0.1,3,2,97,1
CC(=O)c1ccc(N2CCN(C(=O)CN(C)S(=O)(=O)c3cnc[nH]3)CC2)cc1,0,0.0,0.0,-7,9,2.4,-2.5,0,-14,99,14
CN1C(C(=O)NCc2ccco2)CC2Cn3c(nc4cc5ccccc5cc43)C21 (stereo unspecified),17,4.3,-0.7,-6,0,2.0,-2.1,-17,1,101,12
CCc1ccc(NC(=O)C2CCN(c3ncnc4c3nc3n4CCCCC3)CC2)cc1,46,4.1,-1.6,-10,-3,1.6,-1.1,6,1,94,5
CCOC(=O)/C(C(=O)Nc1ccccc1Br)=C1/NC(C)(C)Cc2ccccc21,19,0.1,-1.5,-9,15,0.9,2.8,1,5,90,-15
NS(=O)(=O)c1ccc(CNC(=O)c2cnccn2)cc1,18,-0.2,-1.8,16,1,2.8,0.6,-7,1,90,-3
Cc1cccc(-c2nnc(SCC(=O)NCc3ccc4c(c3)OCO4)n2C)c1,-1,4.1,0.3,-7,nt,-1.4,-2.0,-2,-5,110,10
CCCCc1nc2ccccc2c(NC(=O)CNC(C)(C)C)c1CCC,2,1.7,0.8,-3,-9,-4.6,-0.5,10,4,88,3
CC(C)C[C@H](NC(=O)c1nc[nH]c1C(=O)NCC(=O)OCc1ccccc1)C(=O)OC(C)(C)C,-8,2.6,0.6,-8,-13,1.3,7.5,25,1,94,-41
CCOc1cccc2cc(C(=O)NCc3ccc(OC)cc3)c(=N)oc12,5,-1.0,2.8,-3,14,1.1,0.6,0,-12,94,-3
O=C(N/C(=C/c1cccs1)c1nc2ccccc2[nH]1)c1ccccc1,4,-0.7,-2.0,-10,nt,1.9,0.0,-6,1,nt,0
C=CCn1c(C)c(C(C)=O)c(N2CCN(c3ccccc3)CC2)nc1=S,1,4.7,1.2,5,-6,2.0,-2.8,-3,1,273,16
Cc1cccc(Nc2nnc(SC/C(O)=C(\C#N)c3nc4ccccc4[nH]3)s2)c1,29,-2.1,-1.4,-22,-6,-0.1,-3.2,-1,-3,91,16
O=C(CCNc1n[nH]c(=O)[nH]c1=O)N/N=C\c1cccc(OCc2ccccc2)c1,4,3.4,-0.4,-2,-16,3.9,nt,12,nt,101,nt
CC(=O)Oc1ccc2nc(/C=C/c3ccc(C=O)cc3)oc(=O)c2c1,-15,0.2,1.0,7,1,-0.5,-1.8,-10,0,98,9
COc1cccc(C(=O)NCCN2CCOCC2)c1,12,1.3,-1.3,3,3,0.8,-0.1,-3,-6,103,0
Cc1cc(Oc2cc(N)cc([N+](=O)[O-])c2)ccc1Cl,4,2.8,1.6,-21,-16,-0.4,3.5,-8,-8,nt,-18
CC(C)CC(=O)N=C1SC2CS(=O)(=O)CC2N1CCc1ccccc1 (stereo unspecified),4,-0.2,1.6,28,-19,2.6,-2.2,5,-12,96,11
COC(=O)C1C(c2ccc(Cl)cc2)NC(c2ccc(Cl)cc2)C(C(=O)OC)S1(=O)=O (stereo unspecified),-1,3.2,-1.2,-2,-8,5.1,0.7,-6,1,96,-4
O=[N+]([O-])c1cccc(-c2cc(-c3cc(Br)ccc3O)[nH]n2)c1,-19,2.5,1.1,152,-80,-0.4,4.2,2,7,93,-23
Fc1ccc(-c2csc(-c3ccccn3)n2)cc1F,6,1.8,1.4,279,-17,1.5,6.2,2,-1,98,-29
SMILES,Arr AP2 block,AddAB inh,Ecoli viability,Mot1-301 SUMO,PfHsp90 set2,phage Ecoli inh,MOR-DOR ag,Tat export inh,PKA-R1A act,DSG3 Ab inh,OPRM1-OPRD1 inv
Cc1cc(C)cc(NC(=O)CN(Cc2ccccc2)S(C)(=O)=O)c1,26,1.2,-0.7,1,15,2.1,0.8,1,-3,100,-5
CCOC(=O)Cc1csc(NC(=O)NC2(C(F)(F)F)Oc3cc(Cl)c(Cl)cc3O2)n1,11,7.3,0.0,-22,-1,5.8,0.8,3,-10,nt,-3
COCCSc1ncnc2c1oc1nc3c(cc12)COC(C)(C)C3,-8,0.4,-0.8,9,4,1.0,-2.9,8,-1,nt,15
CC1=C(C(=O)N(C)C)C(c2ccc(N3CCOCC3)cc2)NC(=O)N1 (stereo unspecified),0,-0.9,-1.1,9,10,2.9,-0.2,-4,-10,102,1
O=C(COC(=O)/C=C/c1cccc(Cl)c1)NCCc1ccc(Cl)cc1Cl,4,2.0,0.3,-16,-12,2.1,3.7,1,9,93,-20
O=C(Nc1ccc(S(=O)(=O)Nc2nccs2)cc1)c1ccc(N2C(=O)c3ccccc3C2=O)cc1,0,2.5,-0.3,31,-36,3.9,-1.8,-5,0,97,11
CCOc1ncccc1C(=O)N1CCN(S(=O)(=O)c2cccs2)CC1,-17,0.9,-0.7,-2,nt,-0.6,-1.6,2,2,105,7
COc1ccc(C2C3=C(CCCC3=O)NC3=C2C(=O)c2ccccc23)cc1 (stereo unspecified),17,-1.1,-1.1,-3,nt,3.9,nt,nt,nt,101,nt
Cc1ccccc1C(=O)N1CCC(C(=O)Nc2ccc(F)cc2)CC1,11,3.0,-2.8,5,nt,1.1,-0.2,9,-5,106,1
CCOc1cccc(OCCNC2CCCC2)c1,24,4.5,3.0,8,15,2.4,-3.0,3,-9,108,15
Cc1ccc(C(=O)NCC(C)(C)O)cc1,-2,1.7,-1.7,4,23,0.2,-3.1,4,-2,nt,16
Cc1noc(C)c1C(=O)OCC(=O)NC1CCCCC1C (stereo unspecified),-8,nt,nt,nt,-7,0.9,0.6,-10,7,107,-4
COc1cccc(N2CC(O)=C(c3nc4ccccc4c(=O)[nH]3)C2=N)c1,5,1.2,2.5,66,21,nt,-5.2,-3,5,126,24
C=CCn1c(SCCN)nnc1-c1cccc(S(=O)(=O)N2CCOCC2)c1,12,nt,nt,nt,nt,-0.5,-5.1,11,5,100,20
COc1ccc2nc(C)cc(N/N=C/c3cccc(OC)c3O)c2c1,7,-4.9,-2.5,-16,15,1.6,4.0,-8,-5,123,-20
Cc1c(C(C)(C)O)[nH]c2cc(C(F)(F)F)ccc12,22,1.4,-0.1,0,6,4.0,7.4,4,-5,107,-42
O=C(CSc1nc2ncccc2[nH]1)c1cccc([N+](=O)[O-])c1,-27,0.8,-1.2,96,5,4.8,0.0,0,-5,100,0
O=C(CC1CCOCC1)Nc1ccc(Cl)c(Cl)c1,45,6.6,1.3,49,-12,1.8,-1.3,2,-5,106,7
c1ccc(NC2=Nc3ccccc3CS2)cc1,0,0.2,2.0,-26,-1,3.4,-0.2,8,-10,98,1
COc1ccc(S(=O)(=O)c2ccc(OCC3CO3)cc2)cc1 (stereo unspecified),64*,2.9,0.6,-5,-3,0.1,-0.2,-7,-5,109,1
Cc1c(O)c(=O)c2ccccc2n1C,2,2.7,-0.1,9,-47,-2.6,-2.8,-2,-19,nt,16
O=C(NC(NNc1ccc([N+](=O)[O-])cc1)(C(F)(F)F)C(F)(F)F)c1ccccc1Cl,-1,3.8,-2.1,14,nt,1.1,8.2,4,-11,112,-47
CCCCN(CC)C(=O)c1cccc(Cl)c1,4,-0.5,-0.5,-25,51,1.7,-2.1,1,-6,107,13
O=C(CSc1nnc(NC(=O)C2CC(=O)N(c3ccccc3)C2)s1)NCC1CCCO1 (stereo unspecified),3,2.7,-1.4,99,-6,-0.3,-0.9,-2,1,93,5
Cc1cc(C)c(NC(=O)C2CCCO2)c(C)c1 (stereo unspecified),6,2.2,1.6,8,-9,-1.5,-2.6,2,5,117,14
SMILES,Arr AP2 block,AddAB inh,Ecoli viability,Mot1-301 SUMO,PfHsp90 set2,phage Ecoli inh,MOR-DOR ag,Tat export inh,PKA-R1A act,DSG3 Ab inh,OPRM1-OPRD1 inv
O=S(=O)(CCc1nc2ccccc2[nH]1)c1ccc(Br)cc1,11,-1.4,-2.6,-7,7,2.3,-1.4,-12,-1,97,8
CCOc1cccc(NC(=O)C2CC(=O)N(c3ccc(F)cc3)C2)c1 (stereo unspecified),4,1.2,-2.1,161,10,4.5,-1.0,0,2,107,7
CCOc1ccccc1NC(=O)CN(c1ccc(Cl)cc1)S(C)(=O)=O,6,1.2,-1.2,-4,-1,1.0,1.3,3,0,117,-7
COc1ccc(-c2csc(/C(C#N)=C/Nc3ccc4c(c3)OCCO4)n2)cc1,-1,-1.2,-3.7,0,-7,1.8,-0.7,-7,8,100,5
Cc1ccc2nc(NC(=O)CSc3nc4c(c(=O)n3C)SC(C)C4)sc2c1 (stereo unspecified),26,1.1,1.1,7,-4,nt,0.5,-4,1,103,-2
CCN1CCN(S(=O)(=O)c2ccc(Cl)c(C(=O)N(C)Cc3cccc(OC)c3)c2)CC1,-3,0.7,-1.1,1,nt,1.5,-0.9,-2,-1,99,6
CCOC(=O)c1cc2c(ccn2C)n1CC(=O)N1CCCC(C)C1 (stereo unspecified),1,-1.5,-0.2,78,11,2.8,-2.9,-11,-9,104,18
CCc1ccc(NC(=O)CCNS(=O)(=O)c2cccc3nonc23)cc1,-6,8.8,5.0,i,nt,8.6,2.5,-15,7,nt,-14
CCOc1ccc(CN2CCN(Cc3c(C)nn(CC)c3C)CC2CCO)cc1 (stereo unspecified),-7,5.0,2.7,513,-36,1.6,1.1,0,3,98,-5

# Look-ups from the results shown.
# Ecoli viability, CC(=O)c1sc(N/N=C\c2ccc(Br)cc2)nc1C : 0.4
# Arr AP2 block, CCOc1cccc2cc(C(=O)NCc3ccc(OC)cc3)c(=N)oc12 : 5
